# D2 PAM: positive allosteric modulators of human D2 dopamine receptor | P14416 | HEK293 T-REx D2, calcium flux, EC20 dopamine potentiation | potentiation, % at 10 µM | 0.34% of 340,000 active;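 active means potentiation over 3 SD above the plate norm, cut at about 30% in these data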; further: 0% is about no effect
# Target sequence (P14416 whole entry, looked up): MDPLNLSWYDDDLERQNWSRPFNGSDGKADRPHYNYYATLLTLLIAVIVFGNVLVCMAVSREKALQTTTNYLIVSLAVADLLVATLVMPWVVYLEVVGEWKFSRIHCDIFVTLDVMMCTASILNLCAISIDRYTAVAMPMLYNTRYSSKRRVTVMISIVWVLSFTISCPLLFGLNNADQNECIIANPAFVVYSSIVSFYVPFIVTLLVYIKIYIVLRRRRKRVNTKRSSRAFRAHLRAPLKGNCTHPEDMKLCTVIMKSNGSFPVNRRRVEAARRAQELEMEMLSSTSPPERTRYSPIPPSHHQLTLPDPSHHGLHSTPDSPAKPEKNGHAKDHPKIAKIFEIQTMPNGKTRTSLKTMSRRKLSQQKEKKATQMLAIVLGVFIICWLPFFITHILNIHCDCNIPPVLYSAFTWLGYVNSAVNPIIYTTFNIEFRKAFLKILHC
#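 Using a no-wash calcium dye in inducible, force-coupled HEK293 Trex cells expressing D2, we tracked fluorescence each second for 180 s after compound, then for 180 s after EC20 dopamine to detect augmented signalling.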
# D2 ag: agonists of human D2 dopamine receptor; P14416; HEK293 T-REx D2 cells, calcium flux agonist mode; activation, % at 2 µM; 0.53% of 340,000 active;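 active means activation over 3 SD above normal in the single-dose calcium agonist read, cut at about 30% in these data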; further: 0% is about no effect
#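 Tetracycline-induced HEK293 Trex cells with D2 receptor force-coupled to calcium signaling, plated overnight at 30 C and loaded with no-wash calcium dye. Calcium flux read kinetically for 180 s after compound addition; responses flag agonists.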
# D1 antag: blocks dopamine activation of the human D1 receptor. AID 504652. 3.2% of 360,000 active. P21728. activity change, negative = inhibition, % at 10 µM. HEK293 TREx D1 cells, calcium flux, dopamine EC80; hits give low values; in the data active means activity change below about -30%; further: on the % scale 0 is the no-effect control and ±100 the full control effect
# Target sequence (P21728 whole entry, looked up): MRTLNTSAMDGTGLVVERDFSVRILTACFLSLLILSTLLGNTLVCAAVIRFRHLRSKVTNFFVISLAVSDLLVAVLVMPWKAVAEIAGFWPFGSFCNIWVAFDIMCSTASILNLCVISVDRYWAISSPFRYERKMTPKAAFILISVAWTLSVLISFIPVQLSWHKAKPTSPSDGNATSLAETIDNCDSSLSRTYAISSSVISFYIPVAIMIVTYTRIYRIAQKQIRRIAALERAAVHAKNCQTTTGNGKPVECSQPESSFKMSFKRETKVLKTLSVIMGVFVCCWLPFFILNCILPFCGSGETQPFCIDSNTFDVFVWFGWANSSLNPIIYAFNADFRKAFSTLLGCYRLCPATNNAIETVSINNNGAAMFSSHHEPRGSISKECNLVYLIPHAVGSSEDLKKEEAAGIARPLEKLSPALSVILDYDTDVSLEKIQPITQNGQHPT
#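 Inducible Hek293 Trex D1 cells (tetracycline, overnight, 30 C). Calcium dye 30–90 min RT. Antagonist mode: EC80 dopamine added after 180 s compound read.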
# D1 ag: activates the human D1 dopamine receptor. HEK293 T-REx D1 cells, calcium flux, agonist mode. activation, % at 2 µM. AID 504660. P21728. 1% of 360,000 active; further: 0% is about no effect
#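 Agonism was scored from calcium flux recorded over 180 s (1 read/s) after pintool compound addition, following a 10-cycle baseline. Cells were inducible force-coupled HEK293 TREx D1, plated overnight at 30 C and loaded with no-wash calcium dye.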
# D2 antagonist: D2 dopamine receptor (human) antagonism; P14416; HEK293 TREx D2 cells, calcium flux, dopamine EC80; inhibition, % at 10 µM; 2% of 340,000 active; in the data active means inhibition above about 30%; further: 0% is about no effect
#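 Calcium flux kinetic readout in an inducible HEK293 TREx D2 line plated overnight at 30 C. After 180 s compound exposure, an EC80 dopamine challenge follows with another 180 s kinetic read to detect antagonism.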
# D1 potentiator: human D1 dopamine receptor positive modulation | P21728 | potentiation, % at 10 µM | 0.036% of 360,000 active | HEK293 TREx D1 cells, calcium flux, dopamine EC20 potentiation; in the data active means potentiation above about 30%; further: 0% is about no effect
# TRHR ag: agonists of human TRH receptor | TRHR cells, calcium flux fluo-8, FDSS agonist mode | AID 493084 | activation, % at 2 µM | P34981 | 0.18% of 360,000 active; further: 0% is about no effect
#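 Read-out: compound-evoked intracellular calcium rise in TRHR cells, fluo-8 dye, kinetic FDSS fluorescence at 1 s/cycle following a 10-cycle baseline. Cells cultured overnight before dye loading (30 min–1.5 h, RT).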
# TRHR enhancer: allosteric enhancers of human TRH receptor. TRHR cells, fluo-8 calcium fluorescence, EC20 TRH enhancement. 0.66% of 360,000 active. enhancement, % at 2 µM. P34981. AID 493056; in the data active means enhancement above about 30%; further: 0% is about no effect
#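 Enhancer read-out: after compound pinning and an initial kinetic agonist-mode read, an EC20 of TRH (10 nM final) was injected and fluo-8 calcium signal (Ex 480/Em 530) followed at 1 s/cycle for 100 cycles in TRHR-expressing cells.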
# RXFP1 antagonist: RXFP1 (human) relaxin receptor antagonism; Q9HBX9; HEK293-RXFP1, relaxin-stimulated cAMP HTRF, 30 min; hits give low values; activity change, negative = inhibition, % at 57.5 µM; 0.59% of 350,000 active;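 active means activity change of -60% or lower, but not beyond a set lower limit; inconclusive means change between -60% and -40%, or beyond the set limit; inactive means change above -40%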; further: on the % scale 0 is the no-effect control and ±100 the full control effect
# * marks the source's active call; other numbers are inactive results; u = inconclusive; x = not tested or not shown. Unless noted, no stated cut-off is given here; in the data, active means activation above about 30%; inactive means the rest. No enrichment for hits. About 7.3% of those tested had a hit in this group.
item	Structure	D2 PAM	D2 ag	D1 antag	D1 ag	D2 antagonist	D1 potentiator	TRHR ag	TRHR enhancer	RXFP1 antagonist
1	O=C(O)c1oc2ccccc2c1CN1CCN(c2ccccc2)CC1	x	x	11	2	x	-1	1.2	-4	5
2	O=C(COc1ccc([N+](=O)[O-])cc1)Nc1ccc2c(c1)OCO2	-8	-0.7	8	4	-2	-10	5.4	-4	-7
3	CC(=O)c1oc2ccccc2c1NC(=O)COC(=O)c1ccc(-n2nc(C)cc2C)cc1	8	0.6	3	1	9	0	-0.6	-10	-1
4	Cc1c(C(=O)OCc2ccccc2)[nH]c2c1C(=O)CC(c1ccc(N(C)C)cc1)C2 (stereo not drawn)	-2	1.2	3	1	x	2	0.2	3	3
5	CCc1nn(C)c(N)c1C	-1	1.1	-10	2	-11	0	1.5	14	-2
6	O=C(NNS(=O)(=O)c1ccc(Br)cc1)c1ccncc1	13	-1.0	-3	0	13	-1	-0.1	11	-7
7	N#Cc1ccccc1S(=O)(=O)N1CCCC(c2nc3c(nnn3Cc3cccc(Cl)c3)c(=O)[nH]2)C1 (stereo not drawn)	3	-0.3	0	0	x	3	-0.2	0	u
8	Cc1cccc(C)c1NC(=O)CSc1nc(C2CC2)nc2ccccc12	-5	0.6	-21	-3	-14	-1	-1.3	5	10
9	COc1ccc(C(=O)NNS(=O)(=O)c2ccccc2)cc1OC	2	0.2	8	1	-3	5	0.3	1	6
10	COc1cccc(CC(=O)Nc2ccccc2N2CCCC2)c1	-4	-2.0	-3	3	-9	-1	-2.4	-4	-5
11	CN1C(C(=O)NCCc2cccs2)CC2Cn3c(nc4cc5ccccc5cc43)C21 (stereo not drawn)	1	1.3	-27	2	10	-6	-0.2	-3	x
12	Cc1sc(NC(=O)CCl)c(C(=O)c2ccccc2)c1C	14	-0.5	1	1	-6	-3	-0.8	11	-4

# Record cards, as listed above. Order of screens: D2 PAM | D2 ag | D1 antag | D1 ag | D2 antagonist | D1 potentiator | TRHR ag | TRHR enhancer | RXFP1 antagonist
# O=C(COc1ccc([N+](=O)[O-])cc1)Nc1ccc2c(c1)OCO2 across the screens: -8 | -0.7 | 8 | 4 | -2 | -10 | 5.4 | -4 | -7
# Cc1sc(NC(=O)CCl)c(C(=O)c2ccccc2)c1C across the screens: 14 | -0.5 | 1 | 1 | -6 | -3 | -0.8 | 11 | -4
# Cc1c(C(=O)OCc2ccccc2)[nH]c2c1C(=O)CC(c1ccc(N(C)C)cc1)C2 (stereo not drawn) across the screens: -2 | 1.2 | 3 | 1 | x | 2 | 0.2 | 3 | 3
# CCc1nn(C)c(N)c1C across the screens: -1 | 1.1 | -10 | 2 | -11 | 0 | 1.5 | 14 | -2
# N#Cc1ccccc1S(=O)(=O)N1CCCC(c2nc3c(nnn3Cc3cccc(Cl)c3)c(=O)[nH]2)C1 (stereo not drawn) across the screens: 3 | -0.3 | 0 | 0 | x | 3 | -0.2 | 0 | u

# Following part
item	Structure	D2 PAM	D2 ag	D1 antag	D1 ag	D2 antagonist	D1 potentiator	TRHR ag	TRHR enhancer	RXFP1 antagonist
13	Oc1ccc[n+](CC(O)c2ccccc2)c1 (stereo not drawn)	1	0.1	-4	2	1	-6	0.2	3	x
14	CCCOc1ccc(C(F)(F)F)cc1NC(=O)CN1C(=O)C(=O)N(CC)C1=O	x	x	5	1	x	-1	-0.3	-2	-1
15	O=C(NCC1(N2CCCCC2)CCCCC1)c1cccc(S(=O)(=O)Nc2ccc(F)cc2)c1	-13	0.3	-38*	5	10	-4	1.3	-5	-5
16	CC1CCN(S(=O)(=O)c2ccc(C(=O)NCc3cccnc3)cc2)CC1	-4	0.4	-14	2	7	2	-0.1	-5	-16
17	COc1ccc(CCNC(=O)C2CCC(C(C)(C)C)CC2)cc1OC (stereo not drawn)	7	-0.4	-63*	5	-20	-15	-0.4	8	-8
18	CCOC(=O)N1CCC(NC(=O)c2csc3c2CCCC3)CC1	2	-0.2	-15	12	-27	-4	-0.6	6	-8
19	COc1ccc(CCNC(=O)c2cc(S(=O)(=O)N(C)C)ccc2N2CCCC2)cc1	-3	-0.8	4	1	-6	-4	-0.5	-14	8
20	CCn1cc(C(=O)O)c(=O)c2cc(F)c(N3CCN(C(=S)NC(=O)c4ccc(Br)cc4)CC3)cc21	0	-0.4	19	-1	-4	-2	-0.4	-2	-1
21	COCCn1c(C)cc2c(c1=O)C(c1ccccc1F)C(C#N)=C(N)O2 (stereo not drawn)	-5	-0.4	0	1	6	-2	-1.3	-3	5
22	Cc1ccc(S(=O)(=O)C(C#N)c2nc3ccccc3nc2N2CCN(C)CC2)cc1 (stereo not drawn)	-2	-0.3	-3	3	2	-8	1.1	0	-18
23	O=C1c2c([N+](=O)[O-])cc([N+](=O)[O-])cc2S(=O)N1Cc1ccccc1 (stereo not drawn)	12	0.0	0	2	8	5	8.6	9	13
24	O=C(COC(=O)Cc1cccc(C(F)(F)F)c1)Nc1ccc2[nH]c(=O)[nH]c2c1	1	0.0	6	0	15	3	0.2	1	-15
25	CCOC(=O)CS(=O)(=O)c1ccc(O)cc1	-12	-0.8	5	1	15	-5	0.9	2	5
26	CCCCOc1ccc2c(c1)C(=O)c1cc(O)ccc1-2	1	-0.2	0	-1	-8	-2	0.2	1	1
27	COC(=O)c1ccc2ncccc2c1	7	0.7	-3	0	19	-2	-0.1	-2	3
28	O=C(O)C1CCC(Cn2c(SCc3cc(=O)n4ccccc4n3)nc3ccsc3c2=O)CC1 (stereo not drawn)	x	-0.2	-7	0	8	4	0.0	22	-1
29	O=C(CSc1nnc(CNc2ccc(F)cc2)n1Cc1ccco1)N1CCCC1	-4	-0.1	11	0	14	-1	0.1	0	-9
30	Cc1ccc(OCC(=O)Nc2ccccc2Sc2ccccc2)c([N+](=O)[O-])n1	-2	0.1	-23	3	1	-6	0.2	-6	1
31	Cc1cc(C)cc(C(=O)NC(=S)Nc2ccc(Cc3ccncc3)cc2)c1	7	4.5	13	10	-2	2	2.0	-2	6
32	COc1ccc(N2CCN(C(=O)c3ccc(CS(=O)(=O)c4ccccc4C)o3)CC2)cc1	-7	1.6	7	1	-15	-4	0.1	5	0
33	Cc1ccc(-n2c(C)cc(C=C3C(=O)CC(C)(C)CC3=O)c2C)cc1	-11	0.1	22	1	-6	-1	0.5	-1	-12
34	CCNC(=S)N1N=C2c3ccccc3CCC2C1c1ccc(F)cc1 (stereo not drawn)	8	-0.9	36	5	7	-4	-0.5	4	-28
35	COc1cc(OC)c(NC(=O)NC(C)c2c(-n3cccc3)sc(C)c2C)cc1Cl (stereo not drawn)	-10	0.4	-14	2	x	-6	0.1	-7	-4
36	CC1CCN(C(=O)CSc2ccc(-c3ccc4c(c3)OCCO4)nn2)CC1	-10	-0.4	-21	0	-1	-6	-0.1	-8	-16
37	Cc1nc2ccc([N+](=O)[O-])cc2c(=O)n1Cc1ccc(F)cc1	9	0.6	-32*	7	-2	-5	0.0	-14	-18
38	N#Cc1c(-c2ccc(Cl)cc2)cc(-c2cccs2)nc1SCC(=O)O	3	-1.8	5	1	-5	-5	-0.2	6	-23
39	COc1nc(NCCN2CCOCC2)nc(Nc2ccc([N+](=O)[O-])cc2)n1	4	0.1	x	0	14	-2	-0.6	-4	-13
40	CCCC(=O)N1c2ccccc2[C@@H](N(C(C)=O)c2ccccc2)C[C@H]1C	-4	0.0	3	-1	17	5	-0.2	1	4
41	CCC(C(=O)N1CCN(S(=O)(=O)c2ccc(F)cc2)CC1)c1ccccc1 (stereo not drawn)	-5	0.0	6	1	11	-4	0.9	15	12
42	Cc1ccccc1N(CC(=O)NC1CCCC1)C(=O)c1csnn1	x	x	2	0	x	-4	0.5	-3	2
43	O=C(NCC(c1ccco1)N1CCc2ccccc2C1)c1ccc(Cl)cc1 (stereo not drawn)	-7	0.0	12	-1	-1	-3	-0.5	-3	-38
44	Cc1cc2n(n1)C(c1cn(-c3ccccc3)nc1C)Nc1ccccc1-2 (stereo not drawn)	7	-1.5	-3	5	-4	3	-0.5	10	-4
45	CN1C(=O)C2(c3ccccc31)N(c1cccc(F)c1)C(=O)CS2(=O)=O (stereo not drawn)	-5	-0.5	-21	3	x	-3	-1.5	-4	x
46	CCCNC(=O)CSc1nnc(-c2ccc(F)cc2)o1	7	0.5	6	0	0	-1	0.0	-2	0
47	CCCCNS(=O)(=O)c1ccc2nc(SCC(=O)Nc3ccccc3)[nH]c2c1	-4	-1.1	-30	4	-3	-4	-1.9	5	1
48	CC1(C)Cc2c(sc3nc(SCC(=O)N4CCOCC4)nc(N)c23)CO1	-4	0.4	-4	2	12	-2	0.2	8	2
49	CC(C)(C)n1ncc2c(=O)n(CC(=O)NCc3ccccc3)cnc21	12	-0.1	-3	0	17	-3	0.2	1	5
50	CCOC(=O)C1CCCN(c2c(NCCCN(CC)c3ccccc3)c(=O)c2=O)C1 (stereo not drawn)	0	-0.5	-1	2	5	1	-0.7	-1	5
51	O=C(NNC1CC(=O)N(c2cccc(Cl)c2)C1=O)c1cccs1 (stereo not drawn)	-3	-0.7	6	3	-13	5	-0.4	-1	-6
52	CCS(=O)(=O)c1c(Nc2cc(C)ccc2C)sc(C(=O)c2ccccc2)c1N	24	6.2	38	41*	x	5	-1.8	0	-36
53	CC(C)c1ccc(NC(=O)c2cc(S(=O)(=O)N3CCCC3)c[nH]2)cc1	6	0.3	-5	-1	-4	-6	-0.3	-2	x
54	Cc1nccc(-c2cc(-c3ccc(Cl)cc3Cl)no2)n1	-2	-0.3	-14	1	-6	-5	-0.3	33*	-1
55	COc1ccc(CCN(C)Cc2nc(Cc3ccc(OC)c(OC)c3)no2)cc1OC	27	-1.8	7	3	37*	-3	-0.6	15	0
56	CCCn1c(SCC(=O)Nc2ccc3c(c2)OCO3)nc2c1c(=O)n(C)c(=O)n2C	-8	1.1	6	1	15	3	-1.4	-1	4
57	CC(C)NC(=S)N=Nc1c(O)[nH]c2ccc([N+](=O)[O-])cc12	12	-0.4	-10	-1	0	-1	-0.3	10	0
58	Cc1ccc(S(=O)(=O)NCCCN(C)C)cc1	x	x	7	2	x	0	0.5	3	-10
59	O=C(CN1CCN(C(c2ccccc2)c2ccccc2)CC1)N1N=CCC1c1ccccc1 (stereo not drawn)	-16	-1.8	-12	8	-1	8	0.3	-2	-29
60	COc1ccccc1NC(=O)N1CCCC1	2	-0.5	7	2	33*	-5	-0.8	-14	-2
61	O=C(CN1C(=O)S/C(=C\c2cccc(Cl)c2)C1=O)NC1C=CS(=O)(=O)C1 (stereo not drawn)	-3	0.0	-4	2	1	-17	0.3	-3	-16
62	COC(=O)c1sc(NC(=O)COc2ccc(C)cc2)nc1C	8	-0.8	-8	-1	6	0	-0.6	0	0
63	CCOC(=O)/C(C)=N/NC(=O)c1ccc([N+](=O)[O-])cc1	x	x	-2	-1	x	-6	1.0	-3	8
64	COc1ccc(OC)c(CCNC(=O)CCCC(=O)n2ncc3cc(C)ccc32)c1	9	0.2	-14	4	-8	-2	-0.5	-1	-4
65	Cc1cccn2c(=O)c3cc(C(=O)N4CCN(Cc5ccccc5)CC4)sc3nc12	5	-0.1	-8	0	-7	-2	-0.3	-7	3
66	COc1ccccc1C(C#N)c1cccc(Cl)n1 (stereo not drawn)	3	-0.5	-7	0	1	7	-0.6	0	6
